KOR beta-arrestin-1: KOR agonists, beta-arrestin recruitment, primary screen, cell-based, luminescence, uHTS (AID 1777); 280,000 tested, 0.02% active; KOR beta-arrestin recruitment, luminescence; higher % means a stronger effect; activation, % at 10 µM; hits with a dose series show EC50 in µM; in the data active = activation above about 50%, passing the limit was not always enough; note: a part of the inactive calls stands beside numbers as strong as those of hits
West Nile virus CPE: West Nile virus antiviral activity, cell-based, CPE readout (AID 1621); 290,000 tested, 0.02% active; West Nile virus-infected cells, CPE inhibition; higher % means a stronger effect; CPE inhibition, % at 10 µM; hits with a dose series show IC50 in µM; in the data active = a potency from the dose series; note: strong numbers were not always called active
Yfh1-off respiration: mitochondrial function rescue without frataxin homolog – Friedreich's ataxia, plus single-dose screen, dose response (AID 1465). 220,000 tested, 0.074% active. fold induction at 50 µM; hits with a dose series show EC50 in µM. S. cerevisiae Yfh1-off respiration, WST-1 reduction, 72 h; higher fold induction means a stronger effect;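 active = fold induction of absorbance versus untreated yeast above a set limit, then at least 30% activation at any dose in follow-up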;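 note: activators that raise dye reduction in frataxin-depleted yeast; strong numbers were not always called active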
Dengue-2 NS5 capping: flavivirus cap methylation enzyme inhibition – biochemical, confirmation dose response, primary screen (AID 588689); Dengue-2 NS5 methyltransferase capping enzyme assay, biochemical; higher % means a stronger effect; inhibition, % at 25 µM, or IC50 in µM where a hit was titrated; 340,000 tested, 0.3% active; in the data active = a potency from the dose series
HIV fusion peptide: cell-free HIV fusion peptide-binding blockers – biochemical, uHTS, fluorescence dequenching, primary screen (AID 1986) | cell-free peptide binding, fluorescence dequenching, 30 min; higher % means a stronger effect | 290,000 tested, 0.3% active | inhibition, % at 20 µM; hits with a dose series show IC50 in µM; in the data active = inhibition mostly above about 52%, no sharp cut-off; inactive = mostly below about 76%; note: some results filed as inactive read as strong as hits
KOR beta-arrestin-2: kappa opioid receptor blockers – cell-based, luminescence, uHTS (AID 1778) | one-dose inhibition, % at 10 µM; IC50 in µM for titrated hits | 290,000 tested, 0.091% active | KOR beta-arrestin recruitment, luminescence, antagonist mode; higher % means a stronger effect; note: strong numbers were not always called active
NOD1 inhibition: NOD1 signaling inhibitors, primary screen, cell-based, luminescence, uHTS (AID 1578) | 290,000 tested, 1% active | NOD1-driven NF-kB luciferase reporter cells, luminescence; higher % means a stronger effect | one-dose inhibition, % at 4 µM; EC50 in µM for titrated hits; in the data active = inhibition mostly above about 36%, no sharp cut-off; inactive = mostly below about 34%;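 note: HEK-293T reporter cells stimulated with the NOD1 agonist gamma-tri-DAP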
AID2073: disruptors of CaV2.2 binding to Mint1 – biochemical, HTRF (AID 2073). HTRF protein-protein interaction, Mint1-CaV2.2; higher % means a stronger effect. inhibition, % at 20 µM, or IC50 in µM where a hit was titrated. 290,000 tested, 0.19% active; in the data active = inhibition mostly above about 51%, no sharp cut-off; note: some results filed as inactive read as strong as hits
HEK293 NOD2/NF-kB: NOD2 signaling inhibitors, cell-based, luminescence, uHTS, HEK293 (AID 1566); HEK293 NOD2/NF-kB luciferase reporter, luminescence; higher % means a stronger effect; inhibition, % at 4 µM; hits with a dose series show EC50 in µM; 290,000 tested, 0.63% active; note: many of its hits are not listed in these tables
Dengue-2 NS5 capping pilot replicate: second read-out of Dengue-2 NS5 capping, no call of its own (marks repeat the call); inhibition, %; measured here: pilot screen replicate inhibition
The depositor's hits bear a star; i = inactive; . = no result given; [ ] = another dose, or the depositor's remark. Cut-off read from the data, not from the text of the source, unless noted: active = inhibition above about 50%; inactive = the rest. An excerpt; rates above refer to the full screens.

A first look:
SMILES	KOR beta-arrestin-1	West Nile virus CPE	Yfh1-off respiration	Dengue-2 NS5 capping	HIV fusion peptide	KOR beta-arrestin-2	NOD1 inhibition	AID2073	HEK293 NOD2/NF-kB	others
Cc1cc2c([nH]c3ccccc32)c(C)n1	-4.8%	-0.5%	.	0%	-0.1%	-13%	-5%	21%	10%
Cc1ccc(C)c(NC(=O)c2ccccn2)c1	-0.5%	-0.3%	i	-3%	-0.5%	-6%	-20%	16%	-20%
Cc1cc(C)n2nc(C(=O)Nc3ccn(Cc4ccccc4C)n3)cc2n1	0.7%	-0.3%	i	-4%	-3.6%	-7%	-2%	2%	16%
COc1cccc(NC(=O)NNC(=O)C(C)Oc2ccc3ccccc3c2)c1 (configuration not stated)	-0.8%	0.0%	.	-1%	0.2%	-5%	-24%	4%	7%
O=C(NC1CCCC1)C(=O)N(c1ccccc1F)C(C(=O)NCC1CCCO1)c1cccs1 (configuration not stated)	.	0.4%	i	.	-0.2%	-39%[20 µM]	-36%	-11%	2%
CC(C)CC(=O)NS(=O)(=O)c1ccc(NC(=O)c2ccco2)cc1	.	-0.7%	i	3%	1.5%	-50%[20 µM]	-20%	33%	12%
Cc1cc(C)cc(-n2cccc2/C=C2/C(=N)N3C(=NC2=O)SN=C3S(C)(=O)=O)c1	-15%	1.6%	i	-13%	12µM*	-50%	40%	43%	3%
CC1Nc2ccccc2C(=O)N1NS(C)(=O)=O (configuration not stated)	9.0%	0.8%	i	1%	-0.6%	-1%	-18%	9%	8%
Cc1ccc(-n2c(=O)c3c4c(sc3n3c(=S)[nH]nc23)CCC4)cc1	-2.4%	-0.3%	i	.	-0.4%	38%	1%	-68%	16%
CCn1c(C(C)NC(=O)c2ccc(C)cc2)n[nH]c1=S (configuration not stated)	-1.3%	-0.4%	i	6%	-1.0%	22%	-18%	10%	26%
CCc1n(CC(O)COC2CCCCC2)c2ccccc2[n+]1C (configuration not stated)	2.5%	1.0%	i	-4%	-1.5%	-8%	-36%	-20%	5%
CCOc1ccccc1-c1cc(-c2ccc(OC)cc2)nc2c1c(=O)n(C)c(=O)n2C	4.4%	0.2%	i	-5%	-0.6%	12%	-71%	13%	-7%
COc1ccc(C(=O)NC(=S)Nc2cc3oc4ccccc4c3cc2OC)cc1	57%	0.2%	i	2%	2.1%	11%	-39%	0%	-3%

This part in full, from the first entry:
SMILES	KOR beta-arrestin-1	West Nile virus CPE	Yfh1-off respiration	Dengue-2 NS5 capping	HIV fusion peptide	KOR beta-arrestin-2	NOD1 inhibition	AID2073	HEK293 NOD2/NF-kB	others
Cc1cc2c([nH]c3ccccc32)c(C)n1	-4.8%	-0.5%	.	0%	-0.1%	-13%	-5%	21%	10%
Cc1ccc(C)c(NC(=O)c2ccccn2)c1	-0.5%	-0.3%	i	-3%	-0.5%	-6%	-20%	16%	-20%
Cc1cc(C)n2nc(C(=O)Nc3ccn(Cc4ccccc4C)n3)cc2n1	0.7%	-0.3%	i	-4%	-3.6%	-7%	-2%	2%	16%
COc1cccc(NC(=O)NNC(=O)C(C)Oc2ccc3ccccc3c2)c1 (configuration not stated)	-0.8%	0.0%	.	-1%	0.2%	-5%	-24%	4%	7%
O=C(NC1CCCC1)C(=O)N(c1ccccc1F)C(C(=O)NCC1CCCO1)c1cccs1 (configuration not stated)	.	0.4%	i	.	-0.2%	-39%[20 µM]	-36%	-11%	2%
CC(C)CC(=O)NS(=O)(=O)c1ccc(NC(=O)c2ccco2)cc1	.	-0.7%	i	3%	1.5%	-50%[20 µM]	-20%	33%	12%
Cc1cc(C)cc(-n2cccc2/C=C2/C(=N)N3C(=NC2=O)SN=C3S(C)(=O)=O)c1	-15%	1.6%	i	-13%	12µM*	-50%	40%	43%	3%
CC1Nc2ccccc2C(=O)N1NS(C)(=O)=O (configuration not stated)	9.0%	0.8%	i	1%	-0.6%	-1%	-18%	9%	8%
Cc1ccc(-n2c(=O)c3c4c(sc3n3c(=S)[nH]nc23)CCC4)cc1	-2.4%	-0.3%	i	.	-0.4%	38%	1%	-68%	16%
CCn1c(C(C)NC(=O)c2ccc(C)cc2)n[nH]c1=S (configuration not stated)	-1.3%	-0.4%	i	6%	-1.0%	22%	-18%	10%	26%
CCc1n(CC(O)COC2CCCCC2)c2ccccc2[n+]1C (configuration not stated)	2.5%	1.0%	i	-4%	-1.5%	-8%	-36%	-20%	5%
CCOc1ccccc1-c1cc(-c2ccc(OC)cc2)nc2c1c(=O)n(C)c(=O)n2C	4.4%	0.2%	i	-5%	-0.6%	12%	-71%	13%	-7%
COc1ccc(C(=O)NC(=S)Nc2cc3oc4ccccc4c3cc2OC)cc1	57%	0.2%	i	2%	2.1%	11%	-39%	0%	-3%
CCS(=O)(=O)Nc1ccc(C2=NN(C(=O)c3ccco3)C(c3ccc(C)cc3)C2)cc1 (configuration not stated)	-2.6%	1.3%	i	-6%	-4.0%	20%	.	6%	14%
C/C(=N\Nc1cccc2cccnc12)c1ccc(C)cc1	-0.7%	-0.2%	i	-2%	-1.0%	-5%	-68%	-21%	-103%
COc1ccc(C(=O)NC(=S)Nc2ccc(CN3CCCCC3)cc2)cc1Cl	-7.1%	-0.9%	i	-5%	-0.8%	18%	-27%	-8%	8%
CCOCCCNC(=O)c1cc(C)nn1-c1ccccc1	-6.5%	-0.1%	i	1%	-2.5%	-2%	-3%	17%	17%
COC(=O)c1ccc(CSc2nncn2N)cc1	-2.8%	-0.1%	i	-8%	-1.2%	-26%	-21%	-2%	8%
CN(CCCNC(=O)CCCOc1cc(=O)n(C)c2ccccc12)Cc1ccccc1	3.5%	-0.7%	i	13%	0.7%	-14%	-60%	0%	-9%
CCCn1c2ccccc2c2cnn(CC(=O)OC)c(=O)c21	0.5%	-1.0%	.	-6%	0.6%	7%	-1%	40%	23%
CNC(=S)Nc1ccc(C)c(NC(=S)NC)c1	-1.0%	0.3%	i	3%	-1.0%	-5%	-27%	27%	2%
Nc1ccc(N=Nc2ccc(N)cc2)cc1	0.0%	1.8%	i	-9%	1.3%	11%	-25%	-7%	-31%
CC(NC(=O)CN1CCN(c2ncccn2)CC1)c1ccc(F)cc1 (configuration not stated)	1.5%	0.1%	i	-2%	12%	-1%	-8%	3%	8%
COc1cc2cc(CN(Cc3nnnn3Cc3ccccc3)CC3CCCO3)c(=O)[nH]c2cc1OC (configuration not stated)	0.0%	0.2%	i	14%	-0.5%	-44%	-10%	85%	-5%
O=C(CCN1CCOCC1)Nc1cc(C(=O)Nc2ccc(Cl)cc2)ccc1N1CC2CC(C1)c1cccc(=O)n1C2 (configuration not stated)	1.6%	0.1%	.	-16%	1.6%	36%	-3%	6%	12%

Following part:
SMILES	KOR beta-arrestin-1	West Nile virus CPE	Yfh1-off respiration	Dengue-2 NS5 capping	HIV fusion peptide	KOR beta-arrestin-2	NOD1 inhibition	AID2073	HEK293 NOD2/NF-kB	others
CCOc1ccc(C2NC(=O)c3ccccc3O2)cc1OC (configuration not stated)	3.0%	-0.2%	.	-13%	-1.0%	-23%[20 µM]	-1%	-2%	4%	Dengue-2 NS5 capping pilot replicate=-5.8
CC(=O)C1=C(NC(=O)c2ccc(C(F)(F)F)cc2)C[C@@H]2[C@H]1C2(C)C	3.0%	-0.2%	i	2%	1.8%	22%	3%	-1%	11%
N#CNC(=Nc1ccccc1)SCc1ccc(C(=O)O)cc1	-3.1%	0.1%	i	-3%	1.0%	0%	-51%	-10%	-4%
O/N=C1/CCCSc2ccccc21	5.0%	-0.9%	i	-4%	1.1%	-23%	-29%	17%	15%
O=C(CC1CCCCC1)NCC1CCCO1 (configuration not stated)	4.8%	-0.5%	i	-4%	-0.8%	-59%	-12%	-3%	12%
O=C(COc1ccc(Br)cc1)N1CCN(c2ccc([N+](=O)[O-])c(N3CCCCC3)c2)CC1	-5.0%	-1.0%	i	-6%	-1.4%	7%	-8%	14%	3%
Cc1nc(SCc2ccccc2)c2ccsc2n1	-2.8%	1.1%	i	-3%	-1.1%	-14%	11%	31%	6%
CCOC(=O)c1cc(NC(=O)c2ccccc2)c(=O)n2c1oc1ccccc12	38%	0.0%	i	2%	3.5%	-276%	-37%	15%	-22%
CCC(C)(NC=O)C(=O)Nc1c(C)cccc1C (configuration not stated)	-1.5%	-0.2%	i	-5%	0.4%	-6%	-9%	12%	7%
CC(=O)c1ccc(NC(=O)C(C)N(C)CC(=O)Nc2ccccc2Cl)cc1 (configuration not stated)	-0.9%	-0.8%	i	-9%	-1.9%	1%	-25%	-4%	11%
CCN1C(=O)/C(=C2\SC(N3CCCCC3)=NC2=O)c2ccccc21	-0.7%	0.8%	i	2%	-1.4%	-1%	20%	43%	-63%
COc1ccc(NC(=O)Cc2coc3cc(C)ccc23)cc1S(=O)(=O)N1CCOCC1	-3.5%	0.4%	i	2%	0.3%	-4%	-30%	13%	-12%
CNC(=O)Cn1nc(-c2ccc(Cl)cc2)c2ccccc2c1=O	0.6%	-0.2%	.	-3%	1.6%	-18%	-11%	-2%	-18%
O=C(CCc1ccccc1)Nc1ccccc1[N+](=O)[O-]	-4.6%	-0.7%	i	-2%	2.0%	-34%	-25%	-1%	-28%
COc1ccc(C(c2sc3nc(C)nn3c2O)N2CCN(Cc3ccccc3)CC2)cc1OC (configuration not stated)	-2.4%	-0.2%	i	-3%	1.3%	-7%	-14%	4%	0%
CS(=O)(=O)NNC(=O)c1cc2cc3ccccc3nc2s1	-0.4%	-0.2%	i	.	-3.7%	7%	-34%	-1%	-6%
NC(=O)CSc1nc2sc3c(c2c2ncnn12)CCCC3	2.0%	-0.2%	i	-3%	-0.4%	-6%	-3%	-6%	10%
COCCn1nnnc1C(C(C)C)N1CCCC(C)C1 (configuration not stated)	1.6%	0.6%	i	-12%	-1.0%	0%	-39%	-7%	18%
O=C(C1=C(O)C(=O)N(c2ccccc2)C1c1ccc([N+](=O)[O-])cc1)c1cccs1 (configuration not stated)	-13%	-0.5%	i	5%	32%	9%	-20%	8%	14%
CCC(=O)N/N=C/c1ccc(OS(=O)(=O)c2ccccc2)cc1	6.4%	1.8%	i	1%	1.7%	22%	-15%	-9%	17%
COCCn1c(=O)[nH]c2cc(C(=O)Nc3cc(C)cc(C)c3)ccc2c1=O	1.4%	-0.5%	.	-2%	-1.0%	-31%	-30%	15%	10%
CCOc1ccc(S(=O)(=O)N2CCCCC2)c2ccccc12	3.9%	.	.	-6%	-2.4%	-2%	12%	-10%	14%
COc1ccc(O)c(C(=O)c2cc(C#N)c(=O)n(Cc3ccccc3)c2)c1	-0.3%	-1.5%	i	-6%	0.6%	-8%	-29%	0%	5%
Cc1ccc(S(=O)(=O)NC(=O)NC(C)Cc2ccccc2)cc1 (configuration not stated)	.	0.3%	i	-4%	0.5%	-26%[20 µM]	-11%	0%	5%
CC(C)(C)C(=O)NC(=S)NNC(=O)c1ccc(Cl)cc1Cl	-4.4%	-2.0%	i	-5%	0.7%	-5%	-35%	-10%	16%
CCNc1nc(NC(C)C)nc(Oc2ccc(OCCOc3ccc(C)cc3)nn2)n1	3.9%	-0.1%	i	-6%	-0.5%	-8%	-40%	1%	-13%
Cc1sc(-c2ccccn2)nc1OC(=O)c1ccc(F)cc1F	0.3%	0.1%	i	-3%	-2.6%	-27%	-65%	-9%	13%
O=C(OCc1nc2ccc(Cl)cc2n1CCO)c1ccc2c(c1)OCO2	3.7%	0.3%	i	1%	3.7%	-48%	1%	15%	-14%
